NF-kB expr up: compounds increasing NF-kB expression in human neuronal cells | NF-kB reporter expression; stronger effect = higher value | actives 1.6% (n = 190,000) | fold change at 12.5 µM; in the data active = fold change above about 3.3
APP 5'UTR act: APP 5'UTR luciferase reporter activation; SH-SY5Y APP 5'UTR luciferase reporter, luminescence; zero percent = DMSO vehicle wells; activation, % at 2 µM; actives 1% (n = 190,000); AID 1276;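 active = activation above a set limit, based on mean plus 3 SD of controls, cut at about 140% in these data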; also: values of inactives mirror those of a sister screen read the other way
RAM network inh: blocks the yeast RAM network | S. cerevisiae dse1pr::URA3 reporter, 5-FOA growth OD615, 2 d; analog-sensitive cbk1-as2 kinase mutant strain | inhibition, % at 50 µM | actives 1.8% (n = 190,000);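 active = inhibition above a set limit, 3 SD over mean compound inhibition, cut at about 8.4% in these data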;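 also: 0% = DMSO-only wells with no growth and 100% = 10 µM 1-NA-PP1 full growth; inhibition rescues growth on 5-FOA so higher OD means more RAM inhibition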
STAT1 blocker: reduces IFN-gamma driven STAT1 reporter signal | actives 0.35% (n = 200,000) | inhibition, % at 5.5 µM | NIH 3T3 STAT1-luciferase reporter, luminescence;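 active = inhibition above a set limit, the mean inhibition across all tested compounds plus 3 SD, cut at about 34% in these data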;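 also: 0% = IFN-gamma with DMSO and 100% = IFN-gamma with 300 µM nifuroxazide; values of inactives mirror those of a sister screen read the other way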
FLuc inhib CS: counter-screen for luciferase assay inhibitors: firefly luciferase inhibition. ATPLite firefly luciferase biochemical luminescence, 10 min. P08659. actives 1.5% (n = 200,000). inhibition, % at 10 µM;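 active = inhibition above about 50% when tested at 10 µM, limit read from the data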
Target sequence (P08659 whole entry, looked up): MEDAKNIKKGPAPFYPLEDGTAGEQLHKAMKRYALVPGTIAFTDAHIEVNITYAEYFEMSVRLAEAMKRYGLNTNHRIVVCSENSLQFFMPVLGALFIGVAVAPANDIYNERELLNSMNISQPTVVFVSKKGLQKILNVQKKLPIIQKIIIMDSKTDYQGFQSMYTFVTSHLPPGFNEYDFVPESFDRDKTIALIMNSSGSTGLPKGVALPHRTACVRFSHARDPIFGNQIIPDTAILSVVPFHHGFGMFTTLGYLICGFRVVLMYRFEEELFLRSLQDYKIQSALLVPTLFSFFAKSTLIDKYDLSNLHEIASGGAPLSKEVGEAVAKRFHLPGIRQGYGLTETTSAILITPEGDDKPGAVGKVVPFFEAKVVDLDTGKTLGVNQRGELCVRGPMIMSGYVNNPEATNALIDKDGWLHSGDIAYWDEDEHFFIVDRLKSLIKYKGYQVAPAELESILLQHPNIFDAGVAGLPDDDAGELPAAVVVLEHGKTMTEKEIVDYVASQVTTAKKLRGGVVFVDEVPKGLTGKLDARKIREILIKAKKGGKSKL
Hsp70 act: Hsp70 transcriptional activation, primary screen | activation, % at 10 µM | HeLa Hsp70 promoter luciferase reporter, luminescence; scaled: vehicle 0, proteasome-inhibitor control 100% | actives 0.04% (n = 200,000) | AID 1203;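 active = activation above the mean across all tested compounds plus 3 SD, cutoff set per campaign, cut at about 5.5% in these data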;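 also: 100% = MG132 at 30 µM as the positive control and 0% = DMSO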
APP transl inh: APP translation inhibition. SH-SY5Y APP 5'UTR-luciferase reporter, luminescence. inhibition, % at 2 µM. actives 0.82% (n = 190,000). AID 1285;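 active = inhibition above a set limit, derived from the sample mean plus 3 SD, cut at about 45% in these data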; also: values of inactives mirror those of a sister screen read the other way
STAT3 blocker: STAT3 signaling inhibition | actives 0.89% (n = 190,000) | inhibition, % at 5.5 µM | U3A cells, IL-6 STAT3-luciferase reporter, luminescence; host cell line lacks STAT1;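 active = inhibition above the mean inhibition across all screened compounds plus 3 SD, cut at about 44% in these data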;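 also: 0% = DMSO only wells and 100% = 100 µM nifuroxazide control wells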
STAT1 act: activators of IFN-gamma induced STAT1 signaling; activation (% of control), % at 5.5 µM; NIH 3T3 STAT1-luciferase reporter, luminescence; 100% = IFN-gamma alone, no compound; actives 2.6% (n = 200,000);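 active = activation above the screen-wide mean activation plus 3 SD, cut at about 130% in these data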;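 also: raw ratio to IFN-gamma control signal so 100% means no change and 0% no light; values of inactives mirror those of a sister screen read the other way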
STAT3 activator: STAT3 signaling activation. U3A cells, IL-6 STAT3-luciferase reporter, luminescence; 100% = signal with IL-6 EC80 alone. activation (% of control), % at 5.6 µM. actives 0.91% (n = 190,000);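 active = activation above the screen-wide mean of compound activation plus 3 SD, cut at about 130% in these data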;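 also: 0% = background luminescence of wells with medium and substrate only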
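Material: STAT1-lacking human U3A cells, STAT3 luciferase reporter | Benchmarks: IL-6-only wells as 100% reference | Probe or stimulus: IL-6 (33 ng/mL) | Timing: Compound 1 h, then IL-6 6 h at 37 °C | Detection: Luminescence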
* marks the source's active call; other numbers are inactive results; . = no result given.

SMILES	NF-kB expr up	APP 5'UTR act	RAM network inh	STAT1 blocker	FLuc inhib CS	Hsp70 act	APP transl inh	STAT3 blocker	STAT1 act	STAT3 activator
CCOC(=O)c1nnn(CC(=O)NC(=O)Nc2ccc(F)cc2)c1C(=O)OCC	1.1	19	-0.4	7	-2	-0.2	-19	10	91	96
CC(C)CCNC(=S)Nc1ccccn1	0.99	9	0.0	-7	-1	-0.2	-9	-12	106	108
CC(C)Oc1ccccc1OCCCCn1cnc2ccccc2c1=O	0.86	24	14*	-3	0	-0.4	-24	10	101	98
CN(Cc1ccc2nsnc2c1)Cc1nc(Cc2cccc(F)c2)no1	1.1	3	0.0	-2	-5	1.6	-3	1	100	103
CC1=NN(c2ccccc2)C(=O)C1C(=O)C(=O)Nc1ccc(F)cc1 (configuration not stated)	2.1	51	4.2	-27	44	0.1	-51	35	123	76
Cc1cccc(N(C(=O)CNC(=O)c2ccco2)C(C(=O)NCC2CCCO2)c2ccccc2)c1 (configuration not stated)	0.55	17	0.1	-5	-4	-0.3	-17	6	103	97
Cc1cc(C)c(NC(=O)CN2CCOCCOCCOCCOCC2)c(C)c1	1.3	3	1.1	2	.	-0.4	-3	-8	101	110
Cc1cc(N2CCN(C(=O)OC(C)(C)C)CC2)n2ncnc2n1	0.96	11	1.5	8	-7	-0.3	-11	12	93	93
Oc1ccc(CN2CCN(Cc3ccccc3)CC2)c2cccnc12	6*	12	2.7	-2	.	0.2	-12	6	102	99
CCOC(=O)C1CCN(C(=O)COc2cc(C)c(Br)cc2C)CC1	0.97	4	0.7	8	2	-0.2	-4	17	99	89
O=C(OCc1ccc(Br)cc1)c1ccncc1	1	20	-0.1	0	-2	-0.2	-20	24	100	83
Cc1cnc(C(=O)OCC(=O)NC2CCCC(C)C2C)cn1 (configuration not stated)	1	2	0.6	4	-8	-0.3	-2	2	96	101
COc1ccc2nc(NC3=NCCC3)sc2c1	2.6	51	2.3	-39	27	-0.1	-51	15	136*	89
O=C(NC1CCCC1)C1CCCN1C(=O)Nc1ccccc1Cl (configuration not stated)	0.96	-3	0.8	0	-7	-0.4	3	8	100	97
COc1ccc(C/C(N)=N/OC(=O)c2cccs2)cc1	1.1	8	-0.6	-7	0	0.0	-8	26	105	86
Cc1onc(-c2ccccc2Cl)c1C(=O)OCC(=O)Nc1cccc(S(=O)(=O)N(C)C)c1	1	1	2.7	19	-3	0.0	-1	9	82	99
CC(C)CNC(=O)C(=O)Nc1ccc(N(C)C)cc1	1.8	78	0.7	-25	6	0.1	-78	-8	122	109
Cc1ccc(O)c(NC(=O)C2CC(c3c(F)cccc3Cl)=NO2)c1 (configuration not stated)	2.1	12	2.4	-6	2	0.2	-12	2	105	101
COc1ccc(-c2cn(/N=C/c3ccc(Cl)cc3Cl)c(N)n2)cc1	1.1	9	3.0	9	-4	-0.3	-9	5	91	94
Cc1noc(C)c1C(=O)OCC(=O)Nc1cc(Cl)ccc1Oc1ccccc1	0.86	-2	11*	4	-5	0.0	2	6	96	101
CC(C)(C)c1cc(NC(=O)c2ccco2)n(-c2ccccc2)n1	1.1	11	2.9	4	-5	-0.3	-11	-4	95	105
CCCCN(CC)Cc1ccc(CNC(=O)Nc2ccc(F)cc2)o1	0.95	-12	0.8	-2	0	-0.4	12	10	102	96
O=C(NCCC1=CCCCC1)C1CCN(S(=O)(=O)c2ccc(-n3cnnn3)cc2)CC1	1	-16	6.0	-6	-3	-0.4	16	-1	106	106
Cc1ccc(S(=O)(=O)NCCc2nnc3ccc(SCC(=O)Nc4nc(C)cs4)nn23)cc1	1.4	8	1.3	-3	-3	-0.4	-8	-1	105	99
CCOC(=O)c1cc(NC(=O)OC)c(C)nc1C	1.2	18	-1.4	-1	-10	-0.3	-18	-1	99	105
Additional entries
SMILES	NF-kB expr up	APP 5'UTR act	RAM network inh	STAT1 blocker	FLuc inhib CS	Hsp70 act	APP transl inh	STAT3 blocker	STAT1 act	STAT3 activator
O=C(CN1CCOCC1)Nc1ccccc1Sc1ccccc1	0.83	-5	-0.4	8	10	-0.3	5	-5	92	103
CC(=O)N/C(=C\c1ccccc1)C(=O)OCC(=O)N1CCCCCC1	1	-5	-0.1	-6	-7	0.0	5	1	106	101
CSc1ncc(Cl)c(C(=O)Nc2ccc(NC(C)=O)cc2)n1	1.1	-2	1.4	-3	-7	-0.1	2	24	101	85
Cc1nc2nc(CSc3nc4ccccc4s3)cc(=O)n2[nH]1	0.97	12	0.1	7	0	-0.3	-12	7	94	98
Cc1cnc(NC(=O)CCCSc2nc3ccccc3s2)s1	0.98	-8	1.4	1	-4	-0.2	8	-31	99	135*
COC(=O)Nc1ccc(SCC(=O)c2ccc(Cl)cc2)cc1	1.1	-9	2.7	-4	-8	-0.1	9	10	104	92
Cc1ccc(NC(=O)COC(=O)c2ccc([N+](=O)[O-])s2)c(C)c1	1.1	-58	1.9	-2	-4	-0.4	58*	3	102	97
Cn1c(SCC(=O)N2CCCC2)nnc1-c1cnccn1	0.97	-1	-0.4	-16	-3	-0.2	1	5	112	98
CC1CCN(C(=O)CN2C(=O)C(=O)c3ccccc32)CC1	0.94	-10	0.3	4	-10	-0.1	10	2	96	106
CCN(Cc1ccccc1)C(=O)CC1Oc2ccccc2NC1=O (configuration not stated)	0.82	-25	0.5	13	-10	0.0	25	-23	88	127
CCNC(=O)NC(=O)C(C)Sc1ncc(C(F)(F)F)cc1Cl (configuration not stated)	1.2	-5	2.5	6	-3	-0.3	5	6	93	97
COc1cccc(/C=C(\CC(=O)O)c2nc3ccccc3s2)c1	1.1	4	-1.2	-2	-3	-0.3	-4	3	100	105
CCCCOc1ccc(NC2=NC3(CCCC3)N=C(N)N2)cc1	1	-13	1.7	1	-7	0.0	13	8	106	94
O=C(/C=C/c1ccc(F)cc1)Nc1nc2ccccc2[nH]1	1.9	161*	3.5	-60	22	-0.1	-161	12	154*	92
CCCN1C(=O)/C(=C/C=C2\N(CC)c3ccccc3C2(C)C)SC1=S	1.3	1	6.0	9	2	-0.2	-1	4	92	101
Cc1ccc(NC(=O)CN(C)C(=S)NC2CC2)cc1	1.2	-2	1.0	-5	-11	0.2	2	-11	104	110
Cn1cc(Cl)c(C(=O)N/N=C/c2ccc(OS(=O)(=O)c3ccccc3)cc2)n1	0.97	13	0.1	0	2	-0.2	-13	30	99	78
CC(C)(C)NC(=O)C(c1ccncc1)N(C(=O)c1csnn1)C1CC1 (configuration not stated)	1.2	26	1.6	-7	1	-0.2	-26	1	106	99
COc1ccccc1C(=O)NCC(=O)OCc1csc(-c2ccccc2)n1	1.4	14	-0.5	-7	-4	-0.3	-14	-5	106	105
COc1cccc(NC(=O)Nc2cc(NC(=O)Nc3cccc(OC)c3)c(C)nc2C)c1	0.78	12	8.1	4	-4	-0.1	-12	-14	97	110
COC(=O)c1sccc1NC(=O)COc1ccc(Cl)cc1	1.4	16	2.6	-9	-4	-0.1	-16	14	107	89
COc1ccc(Cn2c(=O)c3c(nc(NCCO)n3C)n(C)c2=O)cc1	0.93	11	0.6	-6	-4	-0.2	-11	6	104	98
COc1ccc(CCNC(=O)COc2nsnc2N2CCOCC2)cc1OC	1.1	-5	-0.2	-2	-9	0.5	5	5	101	98
COc1ccc(-c2cc(C(F)(F)F)n3nc(C(=O)N4CCOCC4)nc3n2)cc1	0.96	1	-0.7	-6	-4	-0.3	-1	14	105	92
CSc1nc2nc(C(F)(F)F)cc(-c3ccccc3)n2n1	1.1	13	1.2	1	-3	-0.2	-13	12	99	93
Next results.
SMILES	NF-kB expr up	APP 5'UTR act	RAM network inh	STAT1 blocker	FLuc inhib CS	Hsp70 act	APP transl inh	STAT3 blocker	STAT1 act	STAT3 activator
COc1ccc2nc(NC(=O)C3COc4ccccc4O3)sc2c1 (configuration not stated)	3.4*	132	1.2	-12	15	0.7	-132	35	111	75
CN(Cc1cccnc1)Cc1cn(Cc2ccccc2)nc1-c1ccc2c(c1)OCO2	0.84	2	0.5	8	-2	-0.1	-2	2	91	102
COC(=O)C12CC3CC(C1)CC(n1cnc(Cl)n1)(C3)C2	1.2	-28	0.9	0	-5	-0.3	28	-2	100	104
COc1cc(CNCCc2ccc(S(N)(=O)=O)cc2)ccc1OCC(=O)N1CCCCC1	1.1	20	-0.9	2	-4	-0.4	-20	2	98	98
COc1ccc(-c2csc(N3CCN(Cc4ccc5c(c4)OCO5)CC3)n2)cc1	1.3	-25	2.1	-1	-7	-0.7	26	8	101	96
COc1cccc2sc(N(CCN(C)C)C(=O)/C=C/c3cccs3)nc12	0.83	14	1.1	-4	-8	0.4	-14	9	103	102
CCN1C(=O)N/C(=C/c2ccc(C)o2)C1=O	0.91	6	1.5	10	-6	0.1	-6	-1	92	101
CC(C)c1ccc(C2C3CSCC=C3C(C#N)=C(N)C2(C#N)C#N)cc1 (configuration not stated)	1.1	-3	0.9	4	-9	-0.4	3	-25	99	122
CCOC(=O)c1c(NC(=O)CSc2nc3cc(Cl)ccc3s2)sc(C(C)=O)c1C	1.1	-7	8.2	7	-5	-0.5	7	2	94	98
COc1ccccc1NC(=O)CSc1nc(O)cc(=O)n1C	1.6	14	0.7	0	-7	-0.2	-14	-9	104	109
COc1ccc(/C=N/NC(=O)Cn2c(Cc3ccc(OC)c(OC)c3)nc3ccccc32)cc1	1.3	8	0.8	9	-10	-0.5	-8	6	92	95
Cc1cc(Nc2ncc(Cl)cc2Cl)n(-c2ccccn2)n1	1.1	-4	1.6	2	4	0.2	4	-3	98	108
Cc1cccc(-n2c(=S)[nH]c3c(oc4ccccc43)c2=O)c1	1.1	22	6.4	4	-6	-0.3	-22	-24	96	120
CCC(=O)Nc1ccc2c(c1)OCCO2	0.86	14	-0.4	1	-3	-0.2	-14	-7	99	108
CCCCn1c(SCC(=O)N2CC(=O)Nc3ccccc32)nnc1-c1ccoc1C	1	1	1.8	2	-9	-0.2	-1	5	99	98
CC(OC(=O)CCc1nc2ccccc2c(=O)[nH]1)C(=O)NCc1ccc2c(c1)OCO2 (configuration not stated)	1.1	13	1.7	-3	-9	-0.2	-12	4	103	100
Cn1c(CC(=O)Nc2ccccc2)c(Sc2ccccc2)c2ccccc21	0.87	-1	3.3	1	-4	-0.3	1	-36	99	135*
CC(C)(C)c1ccc(S(=O)(=O)N2CCC(c3nc4ccc(Cl)cc4[nH]3)CC2)cc1	1.2	.	0.1	4	-2	0.6	-7	17	99	88
Cc1nc(NCCc2ccccc2)c(C#N)c(C)c1[N+](=O)[O-]	0.95	14	1.2	16	0	-0.3	-14	14	85	92
CC(CCc1ccccc1)NC(=O)c1ccc(NC(=O)c2ccccc2)cc1 (configuration not stated)	1	5	2.3	7	-7	-0.2	-6	-7	94	102
CCn1c(-c2ccccc2)c(C(=O)CC#N)c2ccccc21	0.85	-2	2.5	-5	-6	0.0	2	-7	105	105
COc1cccc(C(=O)NCC(=O)N/N=C/c2ccc(OC(=O)c3cccs3)c(OC)c2)c1	1	9	0.4	1	1	-0.2	-9	-7	102	104
COc1ccc(/C=C/C(=O)NC(=S)Nc2cc([N+](=O)[O-])ccc2O)cc1OC	1.2	-1	1.2	-6	45	0.0	1	10	106	96
